CHT PAM – allosteric activators of human choline transporter CHT | Q9GZV3 | CHT-expressing cells, membrane potential dye, choline EC20; stronger effect = higher value; LV-AA mutant CHT in HEK293 cells | B-score at 10 µM | 0.49% of 310,000 active | AID 488977;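 active = initial fluorescence not abnormally high and integrated response B-score, plate-corrected, over 3 SD above library mean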
Target sequence (Q9GZV3 whole entry, looked up): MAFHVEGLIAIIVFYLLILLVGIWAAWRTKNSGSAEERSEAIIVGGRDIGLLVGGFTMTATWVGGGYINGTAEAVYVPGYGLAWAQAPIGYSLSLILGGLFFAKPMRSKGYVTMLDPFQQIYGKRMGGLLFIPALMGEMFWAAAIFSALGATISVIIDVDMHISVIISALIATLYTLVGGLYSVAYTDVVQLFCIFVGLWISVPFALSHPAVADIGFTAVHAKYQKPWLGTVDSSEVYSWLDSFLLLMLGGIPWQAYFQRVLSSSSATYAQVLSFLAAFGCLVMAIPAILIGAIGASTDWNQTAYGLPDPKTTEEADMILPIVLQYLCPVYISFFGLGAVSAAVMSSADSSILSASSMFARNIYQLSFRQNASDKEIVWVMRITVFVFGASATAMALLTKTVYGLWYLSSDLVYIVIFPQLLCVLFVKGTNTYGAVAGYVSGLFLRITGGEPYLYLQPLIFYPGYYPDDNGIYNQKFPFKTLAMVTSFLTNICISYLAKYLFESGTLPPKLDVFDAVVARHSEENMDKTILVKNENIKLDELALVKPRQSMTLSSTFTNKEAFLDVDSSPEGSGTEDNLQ
OX1R antagonist – antagonists of human orexin 1 receptor; O43613; CHO/OX1R cells, Fluo-8 calcium fluorescence, orexin A; inhibition, % at 5 µM; 0.43% of 330,000 active; AID 434989;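 active = inhibition above its plate's threshold, mean inhibition of all tested compounds on the plate plus 3 SD, cut at about 37% in these data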;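 also: 0% = orexin A challenge wells and 100% = SB-334867-A antagonist wells; not every result past the cut was called active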
Target sequence (O43613 whole entry, looked up): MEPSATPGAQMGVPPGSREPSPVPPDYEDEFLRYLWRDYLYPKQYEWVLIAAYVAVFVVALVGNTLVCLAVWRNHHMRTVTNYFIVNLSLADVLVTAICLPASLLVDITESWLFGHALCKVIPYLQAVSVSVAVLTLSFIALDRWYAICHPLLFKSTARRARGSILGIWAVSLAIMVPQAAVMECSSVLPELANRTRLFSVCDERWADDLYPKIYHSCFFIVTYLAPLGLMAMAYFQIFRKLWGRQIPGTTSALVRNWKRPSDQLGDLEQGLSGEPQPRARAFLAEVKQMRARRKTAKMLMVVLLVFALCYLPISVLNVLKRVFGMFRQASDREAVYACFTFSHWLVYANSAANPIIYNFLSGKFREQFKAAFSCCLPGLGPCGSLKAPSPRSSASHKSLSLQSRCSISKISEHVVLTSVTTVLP
* marks the source's active call; other numbers are inactive results; i = inactive; . = not tested or not shown.

SMILES | CHT PAM | OX1R antagonist
O=C(CCNS(=O)(=O)c1c(Cl)cccc1Cl)OCC(=O)c1ccccc1F | i | -21
CN(C)CCn1c(COc2ccccc2)nc2ccccc21 | i | -30
CCOC(=O)C1(C)C=C(Nc2ccc(OCC)cc2)C(=O)N1c1ccccc1 (configuration not stated) | i | -26
CCCn1c(SCC(=O)Nc2cc(S(=O)(=O)N3CCOCC3)ccc2OC)n[nH]c1=O | i | -5
Cc1nc(N(C)Cc2ccccc2)c2nnn(Cc3ccccc3)c2n1 | i | -47
CCN(CC(=O)Nc1cc(Cl)ccc1OC)CC(=O)NC1CCS(=O)(=O)C1 (configuration not stated) | i | -16
O=C(CCSc1nnnn1-c1ccccc1)N1CCOCC1 | i | -1
COC(=O)c1ccc(C2/C(=C(/O)c3ccc(OC)cc3)C(=O)C(=O)N2c2cc(C)on2)cc1 (configuration not stated) | i | -8
COc1ccc(C2/C(=C(/O)c3ccc4c(c3)CC(C)O4)C(=O)C(=O)N2CCCn2ccnc2)cc1 (configuration not stated) | i | -30
Cc1ccc(-c2csc(NC(=O)/C=C/c3cccs3)n2)cc1C | i | -21
CCOC(=O)N1CCC(Nc2ncnc3c2cnn3-c2ccccc2)CC1 | i | -25
COc1cc(/C=C2/C(=N)N3N=C(C(C)C)SC3=NC2=O)ccc1OS(=O)(=O)c1ccccc1 | i | -12
O=C(O)c1cccc(Nc2nc(-c3cccnc3)nc3ccccc23)c1 | i | -7
Cc1cc(NC(=O)CSc2n[nH]c(=O)[nH]c2=O)ccc1Br | i | -12
CCc1cc2c(=O)[nH]c(-c3ccccn3)nc2s1 | i | 10
CC1(C)CC(=O)C(C(C2=C(O)CC(C)(C)CC2=O)c2ccc(Br)s2)C(=O)C1 (configuration not stated) | i | -19
Cn1c(C(=O)N2CCC(C(N)=O)CC2)cc2cc(Cl)ccc21 | i | 4
Cn1ccs/c1=N\S(=O)(=O)c1ccc(F)cc1 | i | -3
CCOc1ccc(C(=O)NCC(=O)OCC(=O)Nc2ccccc2OCC)cc1 | i | -23
CCC(=O)Nc1nnc(C(C)(C)C)s1 | i | -6
CC(C)CNC(=O)NC(=O)COC(=O)C1CSC2(c3ccc(F)cc3)CCC(=O)N12 (configuration not stated) | i | -36
CC(C)OC(=O)CSc1nc2ncc(Cl)cc2[nH]1 | i | 2
CCOC(=O)[C@H]1[C@H]2COc3ccc(OC)cc3[C@@H]2N2C(=O)CN(CC3CCCO3)C(=O)[C@@]12C (some centres not stated) | . | -4
COc1ccc(OC2CCN(S(=O)(=O)c3ccc(OC)cc3)CC2)cc1 | i | 27
COc1ccc(NC(=S)N/N=C2/CCCc3c(C)cc(C)cc32)cc1 | i | -7

Taken from above.
O=C(CCNS(=O)(=O)c1c(Cl)cccc1Cl)OCC(=O)c1ccccc1F in OX1R antagonist → -21
CCC(=O)Nc1nnc(C(C)(C)C)s1 in OX1R antagonist → -6
CC(C)OC(=O)CSc1nc2ncc(Cl)cc2[nH]1 in OX1R antagonist → 2

(listing goes on)
SMILES | CHT PAM | OX1R antagonist
CCOc1ccc(N2C(=O)CC(NNc3nc4ccccc4s3)C2=O)cc1 (configuration not stated) | i | -28
CCOc1ccccc1OCCOc1ccccc1CC | i | -10
CCOc1cc(C)c(S(=O)(=O)Nc2ccc(Cl)cn2)cc1C | i | -24
CC(=O)c1cc(C(=O)Nc2ccccc2C(=O)O)oc1C | i | -4
Cc1cccc(-c2nnc(SCC(=O)N3CCCC3)o2)c1 | i | 0
CCN1CCN(Cc2ccc(NC(=O)c3ccc(C)c(NC(=O)C[C@@H]4NC(=O)[C@H](Cc5ccccc5)NC4=O)c3)cc2C(F)(F)F)CC1 | i | 8
CN=CC1=C(O)C(C(=O)OC)C(C)(C)CC1=O (configuration not stated) | i | -15
COc1ccccc1CN1C(=O)c2ccncc2C1=O | i | 2
CN(C)C=Nc1ccc(Cl)c(Cl)c1 | i | -10
C=CCSc1nc(C)cc(C(=O)OCC)c1C#N | i | -35
CCC(=O)NC(=S)Nc1cc(C(=O)O)ccc1OC | i | -19
COc1ccc(CC(=O)NCc2cccc(CNC(=O)Cc3ccc(OC)c(OC)c3)c2)cc1OC | i | -13
CCCc1nnc(NC(=O)C(C)N2C(=O)C3C4C=CC(C4)C3C2=O)s1 (configuration not stated) | i | -13
CC1(C)O[C@@H]2[C@H](O1)[C@@H](COS(=O)(=O)O)O[C@H]2n1c(=S)[nH]c2c(=O)[nH]c(N)nc21 | . | 0
CC(=O)c1ccc(/C=C/c2nc3ccccc3n2C)o1 | i | -13
COc1ccc(N2CC(C(=O)Nc3ccc4c(c3)OCCO4)CC2=O)cc1 (configuration not stated) | i | -20
O=C(c1ccc2oc(Cc3ccc(Cl)cc3)nc2c1)N1CC[C@H](O)C1 | i | -10
Cc1cc(C(=O)COC(=O)CCc2nc3ccccc3s2)c(C)n1C | i | -21
O=C(CCS(=O)(=O)c1ccc(Br)cc1)NCc1ccco1 | i | -13
CN(Cc1cnn(C)c1)Cc1nc(COc2ccccc2)no1 | i | 8
Cc1nn(-c2ccc(F)cc2)c(Cl)c1/C=C/C(=O)N1CCNC(=O)C1 | i | -6
O=C(Nc1ccccc1F)c1ccc(CNS(=O)(=O)c2cccc(C(F)(F)F)c2)cc1 | i | -14
Cn1nc(C(=O)NC2CCCC2)c2ccccc2c1=O | . | -9
C/C(=N\NC(=O)CN1CCN(S(=O)(=O)c2ccc(C)cc2)CC1)c1cccnc1 | i | -22
CC(Nc1ncnc2ccccc12)c1ccccc1 (configuration not stated) | i | 21

15 entries from above, sorted by heavy-atom count, smallest number first.
SMILES | CHT PAM | OX1R antagonist
CN(C)C=Nc1ccc(Cl)c(Cl)c1 | i | -10
CN=CC1=C(O)C(C(=O)OC)C(C)(C)CC1=O (configuration not stated) | i | -15
C=CCSc1nc(C)cc(C(=O)OCC)c1C#N | i | -35
CC(Nc1ncnc2ccccc12)c1ccccc1 (configuration not stated) | i | 21
CC(=O)c1ccc(/C=C/c2nc3ccccc3n2C)o1 | i | -13
O=C(CCS(=O)(=O)c1ccc(Br)cc1)NCc1ccco1 | i | -13
CCOc1cc(C)c(S(=O)(=O)Nc2ccc(Cl)cn2)cc1C | i | -24
CN(Cc1cnn(C)c1)Cc1nc(COc2ccccc2)no1 | i | 8
O=C(c1ccc2oc(Cc3ccc(Cl)cc3)nc2c1)N1CC[C@H](O)C1 | i | -10
COc1ccc(N2CC(C(=O)Nc3ccc4c(c3)OCCO4)CC2=O)cc1 (configuration not stated) | i | -20
CC1(C)O[C@@H]2[C@H](O1)[C@@H](COS(=O)(=O)O)O[C@H]2n1c(=S)[nH]c2c(=O)[nH]c(N)nc21 | . | 0
C/C(=N\NC(=O)CN1CCN(S(=O)(=O)c2ccc(C)cc2)CC1)c1cccnc1 | i | -22
O=C(Nc1ccccc1F)c1ccc(CNS(=O)(=O)c2cccc(C(F)(F)F)c2)cc1 | i | -14
COc1ccc(CC(=O)NCc2cccc(CNC(=O)Cc3ccc(OC)c(OC)c3)c2)cc1OC | i | -13
CCN1CCN(Cc2ccc(NC(=O)c3ccc(C)c(NC(=O)C[C@@H]4NC(=O)[C@H](Cc5ccccc5)NC4=O)c3)cc2C(F)(F)F)CC1 | i | 8

(further entries)
SMILES | CHT PAM | OX1R antagonist
NC(=O)CC(NC(=O)Cc1cccc2ccccc12)c1ccc(NCc2ccc(F)cc2)c([N+](=O)[O-])c1 (configuration not stated) | i | 2
O=C(c1ccc(NS(=O)(=O)c2ccccc2)cc1)N1CCN(c2ccccc2)CC1 | . | -14
CC1N(C(=O)N(C)C)CCN1S(=O)(=O)c1ccccc1 (configuration not stated) | i | -11
COc1ccc2oc(=N)c(C(=O)Nc3ccc(C)cc3)cc2c1 | i | .
CCN1CCN(c2nn3c(=O)c4ccccc4nc3c3ccccc23)CC1 | i | -13
Cc1ccc(CNC(=O)CS(=O)CC(=O)O)cc1 (configuration not stated) | i | -10
NS(=O)(=O)c1ccc(CNC(=O)/C=C/c2ccccc2)cc1 | i | 3
CCOC(=O)C1=C(C)NC(=O)NC1c1ccc(Br)s1 (configuration not stated) | i | -20
NC(CO)C(O)c1ccc([N+](=O)[O-])cc1 (configuration not stated) | i | -5
Cc1ccc(Nc2nc(C)c(CCC(C)C)c(=O)[nH]2)cc1 | i | -15
Cc1cc(C)n2nc(-c3ccc(F)cc3)nc2n1 | i | -9
COc1ccc(CCN(C)C(=O)c2cc(-c3ccccc3)nc3ccc(C)cc23)cc1OC | i | -11
O=C(Nc1nccs1)c1ccc(NC(=O)c2ccco2)cc1 | i | -12
Cc1cc(C)nc(SCC(=O)NC2CCCCC2C)n1 (configuration not stated) | i | -22
CCOc1cc(CNCCSc2nnnn2C)cc(Br)c1OCc1ccccc1F | i | -4
O=C(Cn1nc(C(F)F)cc1C(F)F)NNC(=S)Nc1ccc(Cl)cc1 | i | -11
Cc1ccc(C)c(N2CC(=O)N(c3cc(C)ccc3C)CC2=O)c1 | i | 5
O=C1/C(=C\c2ccco2)SC(=S)N1c1ccccc1 | i | -10
CC(=O)Nc1ccc(NC(=O)C(C)OC(=O)c2ccc3c(c2)OCCO3)cc1 (configuration not stated) | i | -27
O=C(CCN1CCCC1Cc1ccccc1)c1ccc2c(c1)OCCO2 (configuration not stated) | i | -29
CCC(C(=O)Nc1ccon1)c1ccccc1 (configuration not stated) | i | -18
CCN(CC)S(=O)(=O)c1ccc(NC(=O)CCNC(=O)c2ccccc2)cc1 | i | .
CCOC(=O)COc1ccc2c(=O)c(-c3ccccc3OC)coc2c1 | i | -19
Cc1cc(C)n2nc(N)c(N=Nc3cccc(Cl)c3)c2n1 | i | -17
O=C(NC1CCN(S(=O)(=O)c2cccc(F)c2)CC1)c1ccc(F)cc1 | i | .

Part of the list above in order of molecular weight, rising:
SMILES | CHT PAM | OX1R antagonist
CCc1cc2c(=O)[nH]c(-c3ccccn3)nc2s1 | i | 10
CC(C)OC(=O)CSc1nc2ncc(Cl)cc2[nH]1 | i | 2
Cc1cc(C)n2nc(N)c(N=Nc3cccc(Cl)c3)c2n1 | i | -17

Next compounds
SMILES | CHT PAM | OX1R antagonist
COc1ccc(-c2csc(=Nc3ccccc3)n2CCO)cc1 | i | -6
Cc1ccc(Cn2nnc3c(=O)n(Cc4ccccc4C)cnc32)cc1 | i | -18
CCOC(=O)c1sc(NC(=O)C2CCCCC2)nc1C | i | -13
CCOc1cc(/C=N/NC(=O)CCn2nnc3ccccc32)ccc1O | i | -12
CC(=O)N1CCN(c2ccc(NC(=O)c3ccc(C(C)(C)C)cc3)cc2)CC1 | i | 6
CN(CCCNC(=O)C1CCC(=O)N1Cc1ccc(F)cc1)c1ccccc1 (configuration not stated) | i | -22
Cn1c(C(C#N)/C(=N\S(=O)(=O)c2cccs2)c2ccccc2)nc2ccccc21 (configuration not stated) | i | -6
C=CCN1C(=O)/C(=C2/Sc3ccc(OC)cc3N2C)SC1=Nc1ccc(OC)cc1 | i | -14
Cc1ccc(OCc2n[nH]c(=S)n2-c2ccc(Cl)cc2)cc1 | i | -2
COc1ccccc1CNC(=O)CN1C(=O)NC(C)(c2ccc(C(C)(C)C)cc2)C1=O (configuration not stated) | i | -44
Cc1ccc(S(=O)(=O)N(CC(=O)N2CCOCC2)c2ccccc2F)cc1 | i | -17
COc1cccc2cc(-c3nnc(SCC(=O)Nc4ccc(NC(C)=O)cc4)n3C)oc12 | i | -24
COc1ccc(-c2cc(C(=O)O)sc2C)cc1 | i | 9
Cc1cc(C(=O)NNC(=S)NC2CCCCC2)cs1 | i | -20
N#CCC(=O)N/N=C/c1ccccc1Cl | i | -23
CC1(C)CC(=O)C(C=Nc2ccc(Cl)cn2)=C(O)C1 | i | -8
CCCS/C(N)=N/N=C/c1cc(C)ccc1O | i | -1
O=C(COC(=O)c1nc(Cl)ccc1Cl)Nc1ccccc1OC(F)F | i | -17
O=C(c1ccc(Cl)s1)N1CCOCC1 | i | -11
CN(c1ccc(C(=O)N2CCCCC2)cc1)S(=O)(=O)c1cccs1 | i | -28
O=C(C1CCN(S(=O)(=O)c2cccc3cccnc23)CC1)N1CCN(c2ccccc2)CC1 | i | -8
CCC(C(=O)NCc1ccc(F)cc1)n1nc(C)n2c(cc3occc32)c1=O (configuration not stated) | i | -44
CN(C)C(=O)c1coc2nc3ccccc3nc12 | i | -15
COc1ccc(OC)c(CNC(=O)CCN2C(=O)COc3ccccc32)c1 | i | -4
COc1ccc(NC(=O)[C@H](Cc2c[nH]c3ccccc23)NC(=O)[C@@H]2Cc3ccccc3CN2)cc1 | i | -27

Later entries.
SMILES | CHT PAM | OX1R antagonist
O=C1CC(c2ccccc2Cl)Cc2c1cnn2-c1nc2ccccc2s1 (configuration not stated) | i | -38
CCN1CCN(S(=O)(=O)c2ccc3ccccc3c2)CC1 | i | -8
Cc1ccnc(N/N=C/c2ccccc2)n1 | i | -4
N#Cc1nc(-c2ccccc2)oc1NCCCn1ccnc1 | i | -5
COc1ccc(S(=O)(=O)N/N=C(/C)c2ccco2)cc1 | i | -16
COc1cccc(-c2nc(N3CCC(C)CC3)c3ccccc3n2)c1O | i | 0
O=C(Nc1ccc(C(F)(F)F)cc1)c1cccc(-n2cnnn2)c1 | . | 32
COc1cc(CNCc2ccc(Br)cc2)cc(OC)c1 | i | -11
CCNC(=S)NNC(=O)c1ccc(S(=O)(=O)NCc2ccco2)cc1 | . | -1
O=C(NCCCc1ccncc1)C1CCC(=O)N(Cc2cccc(C(F)(F)F)c2)C1 (configuration not stated) | i | .
CCOc1ccc(C(=O)NCc2ccco2)cc1Cl | i | -17
CCN(CC)C(=O)[C@H]1CC(CC(=O)NCc2ccco2)C(=O)N2CCc3c([nH]c4ccc(OC)cc34)[C@]12C (some centres not stated) | . | -32
O=C(CCN1CCOCC1)NNC(=O)Nc1cccc([N+](=O)[O-])c1 | i | 7
O=C(COC(=O)Cc1ccc(Cl)cc1)NCc1ccc(F)cc1 | . | -11
COc1ccc(NC(=O)CN(C)C(=O)C2=COCCO2)cc1 | i | 1
CCC1(c2ccc(F)cc2)NC(=O)NC1=O (configuration not stated) | i | -1
Cc1cc(C)cc(NC(=S)NCc2cccn2C)c1 | i | -19

Screens: PubChem, several laboratories
